Screening results (PubChem BioAssay)
ASAP1 GAP inh: blocks human ASAP1-stimulated Arf1 GTP hydrolysis; Q9ULH1; GDP FP detection; inhibition, % at 16.5 µM; 0.19% of 360,000 active; AID 624377; in the data active = inhibition above about 25%;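 also: 0% = vehicle with enzyme and substrate and 100% = no enzyme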
ARFGAP1 inh: rat ARFGAP1 inhibition. AID 651572. inhibition, % at 16.5 µM. Q62848. 0.26% of 360,000 active. Arfgap1-stimulated ARF1 GTP hydrolysis, GDP FP detection;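 active = inhibition above a per-plate limit, mean inhibition of low control wells plus 3 SD, cut at about 25% in these data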;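 also: 0% = DMSO wells with enzyme and 100% = wells lacking Arfgap1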
Target sequence (Q62848 1-136 limits assumed): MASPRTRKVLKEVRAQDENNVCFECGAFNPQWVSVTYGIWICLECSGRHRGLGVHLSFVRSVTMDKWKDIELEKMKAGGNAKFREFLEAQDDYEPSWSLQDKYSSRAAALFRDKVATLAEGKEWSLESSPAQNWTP
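Material: rat Arfgap1 catalytic domain, aa 1-136; also added: human ARF1(Δ1-17)-GTP substrate; compound dosing: one concentration, 16.5 µM, DMSO 1.26%; incubation: GTP hydrolysis reaction 2 h at 25 °C; measured by: Tracer-displacement fluorescence polarization with EDTA stop, 620/688 nm; evaluation: % inhibition from polarization; repeats: one replicate per compound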
PLCg1 inh: inhibitors of human phospholipase C gamma1 | P19174 | purified PLC-gamma1, fluorogenic substrate, fluorescence | inhibition, % at 12.2 µM | 0.84% of 370,000 active; in the data active = inhibition above about 9.5%
TDP2 absorb: TDP2 (human) inhibition, absorbance primary screen; recombinant TDP2, T5PNP hydrolysis, p-nitrophenol absorbance 415 nm; inhibition, % at 12.8 µM; 0.34% of 370,000 active;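 active = inhibition above the mean of all tested compounds plus 3 SD, set per campaign, cut at about 25% in these data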;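 also: 0% = DMSO with enzyme and 100% = buffer with substrate but no TDP2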
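Evaluation: % inhibition relative to enzyme-containing and enzyme-free wells. Material: recombinant human TDP2. Benchmarks: enzyme-free and DMSO wells. Timing: enzyme reaction with compound for 2 h at 37 °C. Compound dosing: 12.8 µM only. Measured by: p-Nitrophenol epi absorbance. Reagent: T5PNP substrate at 5 mM, a TopII-DNA adduct mimic. Replication: single well per compound.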
DDE Tn7 FP inh: disrupts Tn7 cyclic peptide binding to fibrin D-Dimer-E complex | P02675 | FP displacement of FITC-Tn7 peptide from fibrin DD(E); 0% = median of compound wells per plate | 0.13% of 370,000 active | inhibition, % at 8.3 µM | AID 720508;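 active = inhibition above the mean of compounds falling within the control limits plus 3 SD of them, cut at about 14% in these data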;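 also: 0% = plate median of compound wells and 100% = 10 µM Aha-Tn7 peptide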
Target sequence (P02675 whole entry, looked up): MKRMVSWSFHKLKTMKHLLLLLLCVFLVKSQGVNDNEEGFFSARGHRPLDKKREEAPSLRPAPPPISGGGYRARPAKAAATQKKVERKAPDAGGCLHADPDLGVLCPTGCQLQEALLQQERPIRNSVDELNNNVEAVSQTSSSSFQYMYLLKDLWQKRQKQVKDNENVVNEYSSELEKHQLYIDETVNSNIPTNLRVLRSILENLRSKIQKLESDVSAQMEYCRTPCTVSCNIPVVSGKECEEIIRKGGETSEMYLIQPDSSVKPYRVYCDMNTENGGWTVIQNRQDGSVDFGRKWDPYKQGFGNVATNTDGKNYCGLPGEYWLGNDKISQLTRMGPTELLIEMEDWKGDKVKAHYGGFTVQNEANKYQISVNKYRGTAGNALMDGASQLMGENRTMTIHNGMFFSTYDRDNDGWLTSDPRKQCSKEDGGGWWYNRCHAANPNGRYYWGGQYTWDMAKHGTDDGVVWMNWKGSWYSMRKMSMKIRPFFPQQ
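Test system: human clot-derived fibrin DD(E) complex / Quantity: 2 µM final DD(E) protein / Incubation: 10 min plus 3 h, room temperature / Measured by: fluorescence polarization / Benchmarks: high control of 10 µM Aha-Tn7 peptide / Replicates: singlicate testing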
ADAM17 inh: ADAM17 inhibition, QFRET primary screen; P78536; recombinant ADAM17, EDANS/DABCYL FRET peptide cleavage; inhibition, % at 6.95 µM; 0.83% of 370,000 active;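 active = inhibition above the mean of compounds lying between control limits plus 3 SD, set per campaign, cut at about 8.5% in these data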;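 also: 0% = DMSO-only wells as the low control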
ADAM10 inh: inhibitors of human ADAM10; O14672; recombinant ADAM10, EDANS/DABCYL FRET peptide cleavage, 3 h; inhibition, % at 7 µM; 0.62% of 370,000 active; AID 720582;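 active = inhibition above a per-campaign cutoff equal to the mean of compounds falling between control-based bounds plus 3 SD, cut at about 20% in these data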;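 also: 0% = DMSO wells while the 100% control is not disclosed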
Tn6 DDE FP: inhibitors of Tn6 peptide binding to human fibrin DD(E); inhibition, % at 8.3 µM; Fibrin DD(E) TRITC-Tn6 fluorescence polarization displacement; AID 720509; 0.21% of 370,000 active;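 active = inhibition above a per-campaign cutoff: mean of compounds within control limits plus 3 SD, cut at about 15% in these data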;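 also: 0% = median of all compound wells on the plate and 100% = blocking peptide control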
proKLK7 act: proKLK7 (human) activation, primary screen | P49862 | purified proKLK7, EDANS-DABCYL substrate fluorescence; 100% is mature enzyme control, 0% vehicle | activation, % at 7 µM | 0.9% of 370,000 active | AID 652039;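 active = activation above the mean of all tested compounds plus 3 SD, computed per campaign excluding outliers beyond control limits, cut at about 13% in these data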
Target sequence (P49862 whole entry, looked up): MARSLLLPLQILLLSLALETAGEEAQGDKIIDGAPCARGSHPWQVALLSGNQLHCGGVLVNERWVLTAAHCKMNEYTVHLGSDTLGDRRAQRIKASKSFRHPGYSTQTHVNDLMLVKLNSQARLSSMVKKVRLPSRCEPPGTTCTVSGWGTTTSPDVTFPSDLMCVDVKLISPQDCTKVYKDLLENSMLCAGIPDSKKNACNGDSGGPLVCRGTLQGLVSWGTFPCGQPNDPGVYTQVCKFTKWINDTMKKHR
LEDGF integ inh: blocks HIV-1 LEDGF/p75-dependent DNA integration; TR-FRET IN-LEDGF/p75 DNA integration, Eu/Cy5; inhibition, % at 3.7 µM; 0.64% of 370,000 active; AID 743269;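 active = inhibition above the screen-wide mean plus 3 SD, cut at about 13% in these data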;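 also: signal is the Cy5 over europium emission ratio at 671 and 618 nm; 0% = plate median of compound wells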
Starred values were filed as active, the others as inactive; nt = no result given; & = joins results of further samples.

cpd | structure | ASAP1 GAP inh | ARFGAP1 inh | PLCg1 inh | TDP2 absorb | DDE Tn7 FP inh | ADAM17 inh | ADAM10 inh | Tn6 DDE FP | proKLK7 act | LEDGF integ inh
1 | O=C(O)c1ccc(Cn2cc(Cl)cn2)cc1 | 10 | -6 | 3 | 7 | 11 | -1 | 5 | 13 | -0.1 | -1
2 | CC(C)Sc1nnc(SCC(=O)N(C)C2CCS(=O)(=O)C2)s1 (configuration not stated) | 4 | -6 | 3 | -8 | -4 | 0 | 3 | -2 | -0.3 | 0
3 | NC(=O)C1CCN(C(=O)CN2CCc3ccccc32)CC1 | 0 | -4 | 1 | -2 | 1 | -2 | -3 | 4 | 0.6 | 0
4 | COc1ccc(C(=S)N2CCN(S(=O)(=O)c3ccccc3)CC2)cc1 | 2 | -6 | 2 | -6 | -2 | -4 | 3 | 4 | -0.2 | 5
5 | NC(N)=NC(=O)c1nc(Cl)c(N)nc1N | -8&-3&-2 | 4&-3&11 | -47&-40&-31 | 3&5&3 | 1&-2&-2 | -141&-154&-77 | -456 | 2&0&2 | -3.6&-3.4&-4.1 | -1&-2&2
6 | NCCc1c(C(=O)O)[nH]c2ccc([N+](=O)[O-])cc12 | 9 | 2 | 3 | -15 | -2 | -2 | -5 | -8 | -0.8 | 6
7 | Cc1ccc(CCNC(=O)Cn2ncc3c([nH]c4ccccc43)c2=O)cc1 | 5 | -5 | 5 | -16 | -5 | -1 | 8 | 3 | 0.2 | -1
8 | COc1cccc(CNC(=O)COC(=O)/C=C/c2ccc(SC)cc2)c1 | -10 | 7 | -120 | -15 | -1 | -122 | -494 | -3 | -33 | 0
9 | COc1ccc(N=C2S/C(=C\c3cc(C)n(C)c3C)C(=O)N2CC(C)C)cc1 | 5 | -3 | -1 | -3 | -11 | 0 | 10 | 6 | -1.0 | 2
10 | CCCCCCCCN1C(=O)[C@@H](CC(=O)NCc2ccc(C)o2)C[C@@]2(C(=O)OC)C1=C[C@H](C(C)C)O[C@@H]2C1CC1 | nt | nt | -4 | -9 | -8 | 1 | 6 | -3 | 0.6 | 0
11 | CC1(C)N=C(N)N=C(N)N1CCCCc1ccccc1 | -17 | 12 | -5 | -7 | 9 | -2 | -7 | 12 | 0.1 | -1
12 | Cc1ccc(S(=O)(=O)Nc2ccc3nc(C)oc3c2)cc1 | 1 | -1 | 3 | -1 | 8 | -4 | -11 | -1 | -0.6 | -3
13 | NS(=O)(=O)c1ccc(NC(=O)COC(=O)c2ccc(Cl)cc2[N+](=O)[O-])cc1 | -3 | 3 | -2 | 6 | -10 | -2 | 2 | -3 | 0.4 | -3
14 | CC(C)CN(C(=O)COC(=O)c1cccnc1Cl)c1c(N)n(Cc2ccccc2)c(=O)[nH]c1=O | -16 | -8 | -1 | 10 | -2 | -2 | -1 | 1 | -0.3 | 3
15 | COc1ccc(CC(=O)NCc2cccs2)cc1OC | 1 | 5 | -2 | 2 | -2 | -3 | 6 | 0 | 0.2 | 1
16 | COc1ccc(OCc2nnc(SCC(=O)Nc3oc(C)c4c(C)n[nH]c(=O)c34)n2C)cc1 | 0 | -2 | 1 | 0 | 7 | -3 | 1 | 8 | -0.3 | 1
17 | Cc1cc(Cl)ccc1NC(=S)N1CCN(Cc2ccccc2)CC1 | 7 | 1 | 0 | 0 | 2 | 1 | 1 | 3 | -0.3 | -4
18 | COCCn1c(SCC(=O)Nc2nc3ccccc3s2)nnc1-c1ccoc1C | -9 | 11 | -3 | -12 | 0 | -2 | -15 | 5 | 0.4 | -2
19 | CC(SCc1ccccc1)C(=O)N/N=C/c1cccs1 (configuration not stated) | 10 | -3 | 1 | -4 | -1 | -2 | -6 | 5 | -0.5 | 6
20 | CC(OC(=O)C1=COCCO1)C(=O)Nc1ncc(Cl)cc1Cl (configuration not stated) | -5 | -4 | -1 | 3 | -9 | -4 | -7 | 3 | -0.2 | -2
21 | CC1CCC2(CC1)NC(=O)N(CC(=O)Nc1ccc(C(N)=O)cc1)C2=O (configuration not stated) | -6 | 11 | -4 | -5 | 1 | -4 | -19 | 5 | -0.9 | -2
22 | Cc1nc2ccc(NS(=O)(=O)c3ccccc3Cl)cc2s1 | -6 | -7 | -21 | 6 | 7 | -9 | -5 | 3 | -0.1 | 0
23 | O=C(OCCCc1ccncc1)c1ccc(S(=O)(=O)N2CCOCC2)cc1 | 2 | -2 | 1 | 2 | 5 | -1 | 3 | -2 | 0.0 | -2
24 | O=C1c2c(O)cccc2Cc2cccc(O)c21 | -4 | -4 | 3 | 5 | 3 | -1 | -7 | 5 | 0.5 | 2
25 | CC(C)NC(=O)c1cc2ccccc2o1 | -12 | 3 | 3 | 2 | -6 | -1 | 3 | -4 | 0.2 | 0
26 | CCc1nc(SCC(=O)Nc2cccc(C(F)(F)F)c2)c2c(=O)n(C)c(=O)n(C)c2n1 | 5 | -7 | 0 | -16 | -1 | -1 | 1 | -5 | 0.0 | 3
27 | CCOC(=O)c1c(-c2ccc(C)o2)csc1NC(=O)CN1CCC(C(N)=O)CC1 | 9 | 4 | -7 | -3 | 0 | -4 | -5 | 5 | -0.3 | -4
28 | O=C(COc1ccccc1[N+](=O)[O-])N/N=C/C=C/c1ccco1 | 7 | 10 | 5 | -2 | -2 | -1 | -3 | -3 | 0.6 | 0
29 | Cc1ccc(S(C)(=O)=O)cc1C(=O)Nc1ccc(S(=O)(=O)Nc2nccs2)cc1 | -3 | -5 | 4 | 3 | -6 | -3 | -7 | -3 | 0.3 | -2
30 | O=C(CSCc1ccc(Cl)cc1)Nc1ccc(Br)cc1C(=O)O | -5 | -2 | -1 | -15 | -4 | 3 | 5 | 1 | 0.5 | 10
31 | Cc1ccccc1-c1ccc(C(=O)Nc2cccc(F)c2)o1 | 6 | 8 | -14 | 3 | -6 | 4 | 2 | -1 | -0.2 | 3
32 | O=C(Nc1ccc2c(c1)OCO2)c1c(F)cccc1F | 7 | 2 | 1 | 1 | 1 | -2 | 2 | -4 | -0.5 | 1
33 | COc1cccc(CNC(=O)C2C3C=CC4(CN(Cc5ccccc5)C(=O)C24)O3)c1OC (configuration not stated) | nt | nt | 0 | 0 | -7 | 3 | -13 | -2 | 0.6 | -4
34 | O=C(Nc1ccc(-c2nc3cc(Cl)ccc3o2)cc1)C1CCCO1 (configuration not stated) | 2 | -4 | -3 | 6 | -6 | -5 | -16 | 2 | -0.3 | 2
35 | O=C(OCCN1CCCCC1)c1cccc(Cl)c1 | 3 | 15 | -1 | -7 | -8 | -1 | 2 | -3 | 0.8 | 3
36 | C[C@H](NC(N)=O)C(=O)N1CCN(S(=O)(=O)c2ccc3ccccc3c2)CC1 | 1 | 12 | 0 | 12 | -4 | 0 | -1 | 1 | 0.0 | -1
37 | COc1cc(C)c(CN2CCN(C(=O)CCC(=O)c3ccc(C)s3)CC2)cc1OC | -4 | -12 | -2 | -3 | -7 | -2 | -7 | -5 | 0.6 | -1
38 | Cc1cc(C)n(-c2cc(=O)n(C)c(=O)n2C)n1 | 3 | -1 | 1 | 1 | 2 | -7 | 2 | 1 | -0.6 | 2
39 | COC(=O)c1cc2sccc2n1Cc1nc(-c2ccc(Cl)cc2)oc1C | 6 | -3 | 2 | 4 | 10 | -4 | 0 | 9 | -0.4 | -1
40 | CS(=O)(=O)c1cc(N2CCOCC2)ccc1CNC[C@H]1O[C@@H](n2cnc3c(=O)[nH]c(N)nc32)[C@H](O)[C@@H]1O | 8 | 12 | -17 | 9 | -2 | -12 | -38 | -1 | 1.7 | -3
41 | O=C(O)c1cc(=O)c2c(OCC(O)COc3cccc4oc(C(=O)O)cc(=O)c34)cccc2o1 | 1 | -5 | -33 | 10 | -2 | -7 | -11 | 2 | 1.2 | -1
42 | O=C(CN1CC[n+]2c(-c3ccccc3)csc21)c1ccc(Br)cc1 | 12 | 2 | -1 | 11 | 6 | 2 | -1 | -2 | -0.1 | -3
43 | O=C(Nc1cc(Cl)ccc1C(=O)O)c1ccc(CN2C(=O)c3ccccc3C2=O)cc1 | 16 | -9 | -1 | 19 | -3 | -4 | -6 | 6 | 0.5 | -1
44 | COc1cc(/C=N/NC(=S)NC(C)C)ccc1OCC(=O)Nc1c(C)cc(C)cc1C | -7 | 13 | -1 | -5 | -2 | 3 | -1 | -2 | -0.6 | 2
45 | O=C(CS(=O)(=O)c1cn(Cc2ccc(F)cc2)c2ccccc12)N1CCOCC1 | 7 | 22 | 1 | 1 | 3 | 0 | 0 | 0 | -0.1 | -1
46 | CCOC(=O)Cc1nn(Cc2nc(-c3ccc(C#N)cc3)cs2)c(=O)c2ccccc12 | -4 | 7 | 3 | -14 | 0 | -4 | 10 | -10 | 0.4 | 3
47 | CS(=O)(=O)N(CC(=O)N1CCOCC1)c1cccc(Cl)c1Cl | -2 | 7 | -1 | -2 | 2 | -1 | 1 | -4 | -0.2 | 0
48 | COC(=O)c1ccc(CN2C(=O)c3ccccc3C2=O)o1 | -4 | -2 | 1 | 8 | 0 | 1 | 0 | -2 | 0.5 | 0
49 | COc1cc2c(cc1OC)CN(C(=O)c1ccccc1C(=O)O)CC2 | 0 | 12 | -74 | 0 | -2 | -19 | -53 | 1 | 16* | 1
50 | CCOC(=O)c1[nH]c2ccc(C(=O)OC)cc2c1C(=O)OCC | 2 | 0 | -22 | 9 | 2 | -36 | -120 | 9 | -0.9 | 2
51 | Cc1ccc(C(C(=O)NC2CCCCC2)N(C(=O)c2csnn2)C2CCCC2)o1 (configuration not stated) | 4 | 1 | 4 | -1 | -5 | 2 | 2 | 4 | -0.3 | 3
52 | O=C(COC(=O)c1ncc(Cl)c(Cl)c1Cl)NC1CCCCCC1 | -2 | -1 | -2 | -6 | 0 | -2 | 1 | 0 | 0.1 | 8
53 | O=C(O)c1ccc(C(=O)Nc2cccc3ccccc23)c(C(=O)O)c1 | 3 | -4 | -58 | 13 | -6 | -34 | -86 | 8 | -3.1 | 0
54 | CCOC(=O)N1CCN(C(=O)CNC(=O)c2ccc(Cl)cc2Cl)CC1 | -5 | -15 | -2 | -3 | 2 | -3 | -15 | -1 | 0.3 | 2
55 | Cc1ccsc1C(=CCCN1CCC[C@@H](C(=O)O)C1)c1sccc1C | 7 | 14 | -1 | -2 | -3 | -4 | -5 | -6 | -0.2 | -3
56 | CSc1nc(-c2ccccc2)nn1C(=O)c1ccco1 | 4 | -18 | -2 | 1 | 3 | -2 | -4 | 8 | -1.0 | 2
57 | CCOc1cc(/C=C2\C(=N)N3N=CSC3=NC2=O)ccc1OS(=O)(=O)c1ccccc1 | -2 | -3 | -14 | 4 | 2 | -26 | -77 | 5 | 0.1 | 5
